# High-throughput results deposited in PubChem BioAssay by several laboratories.
# TNAP activation fold – stimulation of alkaline phosphatase TNAP activity – biochemical, luminescent, no phosphate acceptor, uHTS, primary screen (AID 1001) | purified TNAP, luminescent activation assay, no phosphate acceptor; higher activation fold means a stronger effect | activation fold at 20 µM; hits with a dose series show EC50 in µM | hit rate 0.03% among 200,000; in the data active = activation fold from about 3, or a potency from the dose series; inactive = the rest, 99 in 100 with activation fold below about 1.6; note: many of its hits are not listed in these tables
# SV40 large T antigen – SV40 large T antigen inhibitors, biochemical (AID 1903); hit rate 0.39% among 310,000; SV40 large T antigen ATPase/helicase inhibition assay; higher % means a stronger effect; inhibition, % at 20 µM, or IC50 in µM where a hit was titrated; in the data active = a potency from the dose series; inconclusive = inhibition mostly from about 32% at the one dose, without a potency; inactive = the rest, 99 in 100 with inhibition below about 32%; note: strong numbers were not always called active
# RSV antiviral HEp-2 – inhibition of RSV-induced cytopathic effect – HEp-2 cells, primary 10 µM value included (AID 2391) | HEp-2 cells, RSV-induced CPE inhibition; higher % means a stronger effect | CPE inhibition, % at 10 µM; hits with a dose series show IC50 in µM | hit rate 0.13% among 310,000; in the data active = a potency from the dose series; inconclusive = CPE inhibition mostly from about 23% at the one dose, without a potency; inactive = the rest, 99 in 100 with CPE inhibition below about 21%; note: strong numbers were not always called active
# Ins promoter up – MIN6 insulin promoter up-regulation | MIN6 insulin promoter-GFP reporter, high-content imaging; stronger effect = higher value | z-score at 5 µM | hit rate 0.3% among 190,000 | AID 1625;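 active = z-score above 3 at 5 µM with at least 500 cells counted in the well; inconclusive = wells under 500 cells, flagged as cytotoxic or low count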
# PMI inhibitors – inhibitors of human PMI, primary screen, biochemical, fluorescence intensity, coupled assay (AID 1209); inhibition, % at 20 µM, or IC50 in µM where a hit was titrated; purified PMI enzyme, coupled fluorescence intensity; higher % means a stronger effect; hit rate 0.42% among 190,000;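 note: plate controls were DMSO vehicle for no effect and wells lacking substrate for full effect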
# ER stress rescue – rescue of cells from ER stress-induced death, primary screen, 384-well, CSM14.1, thapsigargin, ATP luminescence (AID 1222); CSM14.1 thapsigargin-induced death rescue, ATP luminescence; higher % means a stronger effect; cellular ATP content (survival), % at 20 µM; hits with a dose series show EC50 in µM; 190,000 tested, under 10 active;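 active = EC50 below 50 µM in the dose-response confirmation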;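 note: death triggered by thapsigargin at about 15 µM added after 2 h compound pretreatment; cell ATP read after overnight thapsigargin exposure of roughly 18 to 22 hours; normalized against plate controls of thapsigargin alone and 5% DMSO vehicle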
# West Nile antiviral – West Nile virus antiviral activity, cell-based, CPE readout (AID 1621). West Nile virus-infected cells, CPE inhibition; higher % means a stronger effect. one-dose CPE inhibition, % at 10 µM; IC50 in µM for titrated hits. hit rate 0.02% among 290,000; in the data active = a potency from the dose series; inconclusive = CPE inhibition mostly from about 3.7% at the one dose, without a potency; inactive = the rest, 99 in 100 with CPE inhibition below about 2.2%; note: strong numbers were not always called active
# human PMI inhibitors – MPI inhibition at elevated mannose 6-phosphate – biochemical, fluorescence intensity, high mannose 6-phosphate, primary screen (AID 1220) | recombinant PMI enzyme, coupled fluorescence intensity; higher % means a stronger effect | inhibition, % at 20 µM, or IC50 in µM where a hit was titrated | hit rate 0.66% among 190,000
# PhoP inhibition – PhoP-dependent GFP reporter repression – Salmonella Typhimurium, primary screen (AID 1863). hit rate 0.16% among 300,000. S. Typhimurium PhoP-regulated promoter GFP reporter, 4 h; higher % means a stronger effect. inhibition, % at 50 µM, or IC50 in µM where a hit was titrated;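 active = inhibition over 29.93%, a cutoff 3 SD above the screen mean, later confirmed by dose response; inconclusive = inhibition over 29.93% but no dose response follow-up; inactive = inhibition at most 29.93% or unconfirmed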;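 note: 0% = low Mg2+ inducing control and 100% = high Mg2+ repressing control; strong numbers were not always called active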
# Ins promoter up cell count – second read-out of Ins promoter up, no call of its own (marks repeat the call); cell count; measured here: cytotoxicity, nuclei count;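 total cells summed across four imaged fields per well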
# Active calls of the source: *; ? = inconclusive; · = not tested or not shown. Cut-off read from the data, not from the text of the source, unless noted: active = inhibition above about 50%; inactive = the rest. Rows are unselected (roughly 1.5% active in at least one column).
SMILES,TNAP activation fold,SV40 large T antigen,RSV antiviral HEp-2,Ins promoter up,Ins promoter up cell count,PMI inhibitors,ER stress rescue,West Nile antiviral,human PMI inhibitors,PhoP inhibition
CC(C)c1ccc(C(=O)CSc2n[nH]c(-c3ccncc3)n2)cc1,1,4%,9.3%,1.2,832,6%,-2.2%,-0.4%,4%,2%
Cc1cc(C(=O)N/N=C/c2ccccc2Br)no1,1,18%,4.3%,-0.31,1687,-8%,-0.8%,-0.1%,-2%,-12%
CC12CC3CC(C)(C1)CC(C(=O)N1CCCC1)(C3)C2,·,4%,0.7%,·,·,·,·,0.0%,·,6%
CCOC(=O)c1nnc(-c2cccs2)nc1NC(C)C,1,20%,1.3%,·,·,5%,7.7%,1.2%,3%,-4%
O=C(CN1CCCC1)Nc1cccc(Cl)c1,·,-13%,-1.7%,·,·,·,·,-0.7%,·,5%
Cc1c(Cl)cccc1NC(=O)Cn1cc(C(F)(F)F)cc(Cl)c1=O,1.1,6%,0.3%,0.31,1484,-8%,-0.8%,0.0%,-6%,-4%
C[C@@H]1CCC(=O)N(CC[C@H](N=[N+]=[N-])c2ccccc2)CC1,·,21%,0.3%,·,·,·,·,-0.8%,·,-9%
O=C(NCCc1ccc2c(c1)OCCO2)c1ccc(F)cc1,1.1,13%,-0.2%,1.6,1447,5%,-0.7%,-0.3%,-5%,-2%
O=C(COc1ccc(Br)cc1)Nc1nc(-c2cccnc2)cs1,·,7%,2.0%,0.27,1357,·,·,0.0%,·,-7%
CCCCOc1ccc(NC(=O)CN2CCN(CC)CC2)cc1,·,11%,-0.5%,·,·,·,·,-0.6%,·,-2%
N#C/C=C1/NC(=O)c2ccccc2S1,1.2,7%,7.3%,-1.1,1195,-1%,8.1%,0.3%,-3%,11%
Cc1cc(Cl)ccc1OCC(=O)Nc1ccccc1CO,1.1,3%,?,0.41,1325,10%,-2.1%,-0.3%,7%,8%
CC(C)c1nnc(NC(=O)CC(C)c2ccccc2)s1 (stereo not given),·,4%,-0.1%,·,·,·,·,-0.2%,·,10%
COc1ccc(CN(C)S(=O)(=O)c2ccc3c(c2)OCCO3)cc1,·,16%,14%,·,·,·,·,-0.5%,·,4%
CCOC(=O)C1CCCN(c2oc(-c3ccc(OC)cc3)nc2C#N)C1 (stereo not given),1,-3%,0.5%,0.14,1353,11%,1.5%,-0.5%,10%,-9%
CCOc1ccc(S(=O)(=O)NN)cc1,1.1,4%,2.6%,-0.28,884,-52%,-1.2%,1.0%,-88%,13%
CC(=O)c1cccc(NC(=S)NC2CCCCC2)c1,1,0%,4.8%,0.7,1377,1%,-0.5%,-0.3%,-1%,3%
CCOC(=O)C1=C(CC)Nc2ccccc2N=C1NC(=O)Nc1ccc(Cl)c(Cl)c1,1.2,7%,11%,·,·,6%,0.2%,?,4%,-4%
Cc1cc(C)c(S(=O)(=O)n2ccc(-c3ccc(OCCN(C)c4ccccn4)cc3)n2)c(C)c1,1.1,6%,3.1%,·,·,10%,4.5%,-0.9%,12%,-1%
COc1cc(C(=O)NCc2ccccc2)ccc1OC(F)F,1,2%,1.7%,0.62,1602,16%,-3.4%,-0.4%,15%,-4%
CCOc1ccc(-n2cnc3scc(-c4ccc(OC)c(OC)c4)c3c2=O)cc1,1.1,22%,4.3%,-0.14,1319,12%,-0.9%,-0.1%,6%,-12%
O=C(Nc1cc(S(=O)(=O)N2CCOCC2)ccc1N1CCOCC1)c1cn2ccccc2n1,1,8%,0.9%,1.8,1313,-1%,-1.3%,-0.2%,0%,-1%
COC(=O)c1ccc(N2CCN(C(C)=O)CC2)c(NC(=O)COc2ccccc2C)c1,1,-1%,1.8%,-0.77,1462,0%,4.8%,-0.2%,-6%,2%
O=C(Nc1ccc(CN2CCCCC2)cc1)c1ccc2c(c1)OCO2,1,18%,-0.1%,-0.04,1251,-1%,·,-1.0%,-2%,19%
CC(C)n1c(O)c(N=NC(=O)CNC(=O)CCc2ccccc2)c2ccccc21,·,12%,3.6%,0.36,995,·,·,-0.1%,·,-13%

# A draw from above in order of length of the SMILES, ascending.
SMILES,TNAP activation fold,SV40 large T antigen,RSV antiviral HEp-2,Ins promoter up,Ins promoter up cell count,PMI inhibitors,ER stress rescue,West Nile antiviral,human PMI inhibitors,PhoP inhibition
CCOc1ccc(S(=O)(=O)NN)cc1,1.1,4%,2.6%,-0.28,884,-52%,-1.2%,1.0%,-88%,13%
O=C(CN1CCCC1)Nc1cccc(Cl)c1,·,-13%,-1.7%,·,·,·,·,-0.7%,·,5%
CC(C)c1ccc(C(=O)CSc2n[nH]c(-c3ccncc3)n2)cc1,1,4%,9.3%,1.2,832,6%,-2.2%,-0.4%,4%,2%
Cc1c(Cl)cccc1NC(=O)Cn1cc(C(F)(F)F)cc(Cl)c1=O,1.1,6%,0.3%,0.31,1484,-8%,-0.8%,0.0%,-6%,-4%
CCOc1ccc(-n2cnc3scc(-c4ccc(OC)c(OC)c4)c3c2=O)cc1,1.1,22%,4.3%,-0.14,1319,12%,-0.9%,-0.1%,6%,-12%

# Later entries:
SMILES,TNAP activation fold,SV40 large T antigen,RSV antiviral HEp-2,Ins promoter up,Ins promoter up cell count,PMI inhibitors,ER stress rescue,West Nile antiviral,human PMI inhibitors,PhoP inhibition
O=C(CN1CCCCC1)Nc1c2c(nc3ccccc13)N(c1ccccc1)CC2,1.1,2%,-1.9%,1.3,1420,2%,2.2%,-1.1%,10%,-5%
Cc1cc(=O)c2cc(Br)ccc2n1CC(=O)NCc1ccccc1,·,4%,0.7%,-0.71,1069,·,·,-0.3%,·,-4%
CCOC(=O)c1ccc(NC(=O)C2CCC(CNc3c(N4CCOCC4)c(=O)c3=O)CC2)cc1 (stereo not given),·,20%,1.2%,0.1,989,·,·,0.4%,·,3%
Cc1cc2oc(=O)sc2cc1NS(=O)(=O)c1ccccc1,·,23%,3.6%,·,·,·,·,-1.2%,·,-7%
N#CC1(c2ccccc2)CCCN1C(=O)c1ccc(Br)o1 (stereo not given),1.1,7%,2.6%,0.36,905,-2%,-2.2%,-0.5%,-10%,-4%
Cc1cc(C)n2ncc(-c3cccc(Br)c3)c2n1,·,4%,?,·,·,·,·,-0.1%,·,10%
C#CCOC(=O)Nc1ccc(OCC(F)(F)F)nc1,·,11%,·,-0.44,1393,·,·,-0.1%,·,-3%
CNC(=O)CN(C)S(=O)(=O)c1ccc(OC)c(Cl)c1,1.2,4%,1.7%,-0.33,1320,10%,-1.8%,-0.1%,8%,4%
Cc1cccc(-c2nnc(N)s2)c1,1.1,9%,3.5%,-0.57,843,-1%,0.1%,0.3%,-4%,6%
NS(=O)(=O)c1cccc(NC(=O)CN2CCCc3ccccc32)c1,1,15%,1.5%,-0.04,1305,-12%,0.2%,-0.1%,-9%,0%
CCCS(=O)(=O)N1CCC(C(=O)NC2CCCC(C)C2C)CC1 (stereo not given),1.1,9%,-0.9%,-0.1,1671,14%,-1.1%,0.1%,16%,9%
Cc1ccc(S(=O)(=O)N2CCC(N3CCN(C)CC3)CC2)cc1Cl,·,-1%,0.1%,·,·,·,·,0.2%,·,10%
O=C(c1ccccc1)N1CCSc2sccc2C1=O,1,-4%,·,0.76,1254,0%,-0.2%,0.1%,3%,0%
O=C(CNC(=O)c1sc2ccccc2c1Cl)NCc1ccccc1,·,8%,2.0%,·,·,·,·,-0.1%,·,-3%
COc1ccc(-c2cc(C(=O)Nc3cccc(S(=O)(=O)NCc4ccco4)c3)c3ccccc3n2)cc1OC,1.1,6%,8.1%,-2.6,1308,-1%,-1.9%,-0.6%,-6%,1%
CCc1cc2cc(C)cc(C)c2[nH]c1=S,1,4%,-2.6%,0.98,1121,-78%,0.4%,0.1%,-192%,-2%
CC(CNC(=O)c1ccc(C(C)(C)C)cc1)CN(C)C (stereo not given),1.1,1%,0.1%,0.44,1265,-15%,-4.4%,0.1%,-6%,-12%
COc1ccc(C2SCCN2C(=S)Nc2ccc(Cl)cc2)cc1 (stereo not given),1.1,13%,4.3%,0.75,1439,17%,-2.8%,-1.0%,7%,5%
CN(C(=O)Cn1nnc(-c2cccc(C(F)(F)F)c2)n1)C1CCCCC1,1,8%,-0.7%,0.24,1516,13%,6.5%,-0.1%,9%,-11%
O=S(=O)(NCCSc1ccccc1)c1ccc2c(c1)OCCO2,1.1,8%,1.4%,0.44,831,2%,-4.1%,-0.3%,-2%,17%
Cc1ccc(-c2csc(NC(=O)c3cccc([N+](=O)[O-])c3C(=O)O)n2)cc1,1,12%,0.7%,0.73,1282,11%,0.0%,-0.3%,12%,-1%
COC(=O)[C@H](Cc1ccccc1)NC(=O)O[C@@H]1C(=O)c2cc(OC)ccc2O[C@H]1c1ccc(OC)c(Br)c1,1,9%,0.7%,-0.68,970,-6%,-2.4%,·,17%,-7%
Cc1ccc(C2=NN(S(=O)(=O)c3ccccc3)C(c3ccccc3O)C2)cc1 (stereo not given),1.1,10%,·,1.3,1162,12%,1.4%,·,12%,3%
CCC(C)(C)NC(=O)CN(CCc1cccc(C)c1)C(=O)c1csnn1,1.1,-1%,1.2%,0.04,1504,-7%,0.1%,-0.8%,-7%,-5%
CCOC(=O)C(NC(C)=O)C(=O)Nc1ccc(C)cc1C (stereo not given),1,8%,0.1%,-0.01,1553,-6%,0.5%,0.2%,-7%,-4%

# Next section:
SMILES,TNAP activation fold,SV40 large T antigen,RSV antiviral HEp-2,Ins promoter up,Ins promoter up cell count,PMI inhibitors,ER stress rescue,West Nile antiviral,human PMI inhibitors,PhoP inhibition
Cc1ccc(OCC(=O)NNC(=O)C2CCN(c3nccc(C)n3)CC2)cc1,2.7,2%,0.8%,-0.19,1564,0%,0.4%,0.7%,3%,2%
COc1ccc(-c2nnc(Nc3ccc(S(=O)(=O)Nc4nccs4)cc3)c3ccccc23)cc1,1,19%,·,·,·,5%,0.1%,0.2%,6%,-6%
CCOP(=O)(Nc1ccc2oc(=O)c3ccccc3c2c1)OCC,·,3%,0.4%,0.52,1050,·,·,-0.6%,·,-5%
O=C(C1CCCO1)N1CCN(C(=S)Nc2ccc(Cl)cc2)CC1 (stereo not given),1.1,13%,9.2%,0.22,1254,15%,-1.4%,-1.4%,4%,-6%
C#CC[N+](C)(C)CC#Cc1ccc(Cl)cc1,1,19%,11%,-0.33,1438,10%,1.6%,-0.3%,5%,9%
Cc1nc(-c2ccc3c(c2)CCC(=O)N3)cs1,·,12%,-1.7%,0.57,1044,·,·,0.2%,·,-11%
O=C1C2ON(c3ccc(Cl)cc3)C(c3ccco3)C2C(=O)N1c1ccccc1 (stereo not given),1,3%,-0.1%,0.68,1263,8%,-2.0%,0.1%,4%,3%
CCOc1ccc(CC(=O)Nc2ccc(S(=O)(=O)Nc3cc(C)on3)cc2)cc1OCC,1,-3%,1.2%,0.82,1571,2%,0.3%,·,4%,-6%
Cc1ccc(-n2c(C)cc(/C([O-])=C(/C(=S)Nc3ccc(F)c(Cl)c3)[n+]3ccccc3)c2C)cc1,1.1,8%,7.1%,·,·,-22%,-1.4%,0.1%,-36%,-4%
